esBAF inh – inhibitors of esBAF chromatin remodeling in mouse ES cells; Bmi1-luciferase knock-in reporter, 24 h; 100% = twice the neutral-well signal; reporter increase, % at 12.5 µM; 350,000 tested, 2% active; AID 602393; in the data active means activation above about 40%; inconclusive means no clear call, values can overlap the other calls;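 further: 0% = median of the plate's neutral control wells and 100% = double that signal; a rise in the Bmi1 reporter signal indicates esBAF inhibition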
ARNT TACC3 PPI – ARNT/TACC3 interaction disruption | 390,000 tested, 0.66% active | inhibition, % at 9.99 µM | AID 623870 | AlphaScreen His-ARNT PAS-B/GST-TACC3 binding, luminescence; TACC3 fragment carries E629A point mutation;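 active means mean inhibition of replicates at least 50% and at least half of replicates each reaching 50%; inconclusive means half or more replicates reach 50% but mean below 50%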;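 further: 0% = complete ARNT plus TACC3 wells and 100% = ARNT alone without TACC3; many hits fall short of the cut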
RAD54 branch – blocks human RAD54 Holliday junction branch migration; AID 602329; 360,000 tested, 0.14% active; inhibition, % at 10.4 µM; Q92698; FAM/BHQ fluorescence;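 active means mean normalized replicate activity at least 40 and at least half of replicates scoring 40 or more; inconclusive means only one of the two criteria met; inactive means mean below 40 and under half of replicates reaching 40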;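 further: 0% = median of neutral control wells and 100% = median of positive control wells; inhibitors cause a drop in the FAM fluorescence signal; in these data hits start at about 50%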
Target sequence (Q92698 whole entry, looked up): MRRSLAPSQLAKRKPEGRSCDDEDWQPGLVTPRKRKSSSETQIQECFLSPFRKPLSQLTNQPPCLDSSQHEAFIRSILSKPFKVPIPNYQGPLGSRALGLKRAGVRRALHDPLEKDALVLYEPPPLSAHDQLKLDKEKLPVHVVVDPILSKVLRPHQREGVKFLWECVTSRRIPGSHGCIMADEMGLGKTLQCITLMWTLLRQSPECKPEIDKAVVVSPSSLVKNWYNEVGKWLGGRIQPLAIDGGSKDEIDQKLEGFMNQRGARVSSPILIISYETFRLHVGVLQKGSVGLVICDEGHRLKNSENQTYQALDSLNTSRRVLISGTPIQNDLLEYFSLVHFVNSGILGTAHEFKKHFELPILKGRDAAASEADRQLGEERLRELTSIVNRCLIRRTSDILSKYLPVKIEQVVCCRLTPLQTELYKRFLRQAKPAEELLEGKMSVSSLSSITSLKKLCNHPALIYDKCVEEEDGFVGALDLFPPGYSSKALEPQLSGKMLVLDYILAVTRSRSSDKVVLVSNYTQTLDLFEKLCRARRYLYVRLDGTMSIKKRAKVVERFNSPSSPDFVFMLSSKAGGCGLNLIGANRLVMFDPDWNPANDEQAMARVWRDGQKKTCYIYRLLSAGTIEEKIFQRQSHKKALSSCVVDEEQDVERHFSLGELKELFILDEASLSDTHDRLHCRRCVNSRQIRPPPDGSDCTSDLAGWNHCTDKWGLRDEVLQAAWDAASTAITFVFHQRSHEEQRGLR
RAD52 anneal inh – inhibitors of human RAD52 DNA annealing. 360,000 tested, 0.46% active. inhibition, % at 18.7 µM. P43351. recombinant RAD52 DNA annealing, FRET fluorescence;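 active means every replicate showing at least 50% inhibition; inconclusive means mean inhibition at least 50% but not in every replicate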
ERp5 inh – blocks human ERp5 reductase activity on insulin; Q15084; ERp5 insulin aggregation, absorbance 650 nm, 90 min; inhibition, % at 9.99 µM; 350,000 tested, 0.05% active; AID 651711;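 active means mean replicate inhibition above about 25%, with every replicate also reaching it, limit read from the data, passing the limit was not always enough; inconclusive means only one of those two criteria met; inactive means neither criterion met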
PglD DTNB – PglD (C. jejuni) enzyme inhibition. inhibition, % at 12.5 µM. purified PglD enzyme, DTNB colorimetric CoA detection. 360,000 tested, 0.098% active; in the data active means inhibition above about 16%, passing the limit was not always enough; inconclusive means no clear call, values can overlap the other calls; further: strong numbers were not always called active
Casp6 inh – inhibitors of human caspase-6. 350,000 tested, 0.53% active. purified caspase-6, Z-VEID-R110 cleavage fluorescence. P55212. inhibition, % at 12.5 µM;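 active means mean inhibition across replicates at least about 35%, with every replicate also reaching that limit, limit read from the data; inconclusive means only one of the two criteria met; inactive means neither criterion met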;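 further: 0% = median of neutral control wells and 100% = no fluorescence left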
E-selectin induc – E-selectin induction on HUVECs | HUVEC E-selectin immunofluorescence imaging; normalized: neutral wells 0, TNF-alpha wells 100 | activation, % at 7.58 µM | P16581 | 260,000 tested, 0.37% active;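 active means mean E-selectin-positive cell signal at least 10% of the positive control, reached in at least 60% of replicates, without over 20% cell loss; inconclusive means no rule given, readout overlaps actives, possibly toxicity-flagged; inactive means the rest, including those meeting only one limit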;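 further: in these data hits start at about 27%; measured in HUVEC primary endothelial cells; signal is the percent of cells scored E-selectin positive by PE staining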
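Test system – human umbilical vein endothelial cells (HUVEC), E-selectin induction · Input – 3,000 HUVEC seeded per well · Buffer or medium – EGM-2, gelatin · Compound dosing – single-point compound dose · Detection – immunofluorescence imaging · Measure – percent E-selectin-positive cells · Controls – TNF-alpha high, DMSO low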
Active calls of the source: *; ? = inconclusive; . = no result given.

Start of the data: the first 5 entries as a preview:
Molecule	esBAF inh	ARNT TACC3 PPI	RAD54 branch	RAD52 anneal inh	ERp5 inh	PglD DTNB	Casp6 inh	E-selectin induc
c1ccc(C(CN2CCOCC2)c2ccccc2)cc1	-7	-6	-3	.	.	0	.	.
COc1ccc(C#Cc2ccc3c(c2)[C@@H]2[C@@H](CCN2C(C)=O)[C@H](CO)N3)cc1	.	.	.	14	0	.	-1	0.2
CCOC(=O)N1CCN(C(=O)CCN2C(=O)/C(=C\c3ccc(OC)c(OC)c3)SC2=S)CC1	3	.	12	-18	3	2	1	0.2
COc1ccc(NC(=O)N(C)C[C@H]2Oc3c(NC(=O)Nc4cccc5ccccc45)cccc3C(=O)N([C@@H](C)CO)C[C@@H]2C)cc1	6	4	-8	3	-4	-2	1	0.6
COc1ccc(NS(=O)(=O)c2cc(C(=O)NNC(=O)c3ccncc3)ccc2OC)c(OC)c1	-3	.	0	-9	1	-1	-2	0.0

Results, repeating the preview:
Molecule	esBAF inh	ARNT TACC3 PPI	RAD54 branch	RAD52 anneal inh	ERp5 inh	PglD DTNB	Casp6 inh	E-selectin induc
c1ccc(C(CN2CCOCC2)c2ccccc2)cc1	-7	-6	-3	.	.	0	.	.
COc1ccc(C#Cc2ccc3c(c2)[C@@H]2[C@@H](CCN2C(C)=O)[C@H](CO)N3)cc1	.	.	.	14	0	.	-1	0.2
CCOC(=O)N1CCN(C(=O)CCN2C(=O)/C(=C\c3ccc(OC)c(OC)c3)SC2=S)CC1	3	.	12	-18	3	2	1	0.2
COc1ccc(NC(=O)N(C)C[C@H]2Oc3c(NC(=O)Nc4cccc5ccccc45)cccc3C(=O)N([C@@H](C)CO)C[C@@H]2C)cc1	6	4	-8	3	-4	-2	1	0.6
COc1ccc(NS(=O)(=O)c2cc(C(=O)NNC(=O)c3ccncc3)ccc2OC)c(OC)c1	-3	.	0	-9	1	-1	-2	0.0
COc1ccc(C(=O)COC(=O)CCN2C(=O)C3C4C=CC(C5CC45)C3C2=O)cc1 (centres undefined)	.	0	18	-7	2	-1	2	.
O=C(C[C@@H]1C[C@H]2c3cc(NC(=O)NC4CCCC4)ccc3O[C@H]2[C@@H](CO)O1)NC1CCCCC1	0	-9	2	0	5	2	-3	0.4
NC(=O)C1CCN(C(=O)c2ccc(C(F)(F)F)cc2)CC1	-5	-4	-6	.	.	-2	.	.
CN1CCN(C(=O)C[C@@H]2C[C@@H]3c4cc(NS(C)(=O)=O)ccc4O[C@@H]3[C@@H](CO)O2)CC1	6	0	6	6	1	1	-21	0.0
CCOc1ccc(NC(=O)N2CC(C)OC(C)C2)cc1 (centres undefined)	9	-2	8	-1	0	8	1	-0.1
COc1ccccc1-c1nnc(NC(=O)C(C)Sc2nncn2C)s1 (centres undefined)	.	0	.	-10	-2	.	-1	.
CN(CC(=O)NCCC1=CCCCC1)S(=O)(=O)c1ccc2c(c1)c(=O)n(C)c(=O)n2C	15	0	-2	1	4	-1	2	0.8
CC(Oc1ccccc1)C(=O)Nc1oc(-c2ccco2)c(-c2ccco2)c1C#N (centres undefined)	-5	.	.	-55	4	.	6	-0.2
Cc1cc(NS(=O)(=O)c2ccc(NC(=O)CNS(=O)(=O)c3ccccc3)cc2)nc(C)n1	-4	13	-17	-9	-9	-4	2	-0.2
COc1ccccc1-c1nnc(SCC(=O)O)n1C	-6	4	-6	.	.	2	.	.
Cc1nc(C)c(C(=O)OCC(=O)Nc2ccccc2SCC#N)s1	6	3	-5	-161	-4	4	-4	2.2
C[C@@H]1CN([C@H](C)CO)C(=O)Cc2cc(NC(=O)c3ccncc3)ccc2O[C@@H]1CN(C)Cc1ccccc1	-7	9	4	8	-4	1	-1	-0.3
CC(=O)c1ccc(NC(=O)c2cn(C)c(=O)c3ccccc23)cc1	.	.	.	4	0	.	-1	0.1
COc1ccc(C)cc1-n1c(SCC(=O)NC2CC2)nc2ccccc2c1=O	0	-6	4	-7	3	1	-1	.
COc1cc2c(cc1OC)C1CCc3cc4c(cc3C1N=C2)OCO4 (centres undefined)	32	.	-2	-8	-4	-5	2	2.3
C[C@@H]1CC[C@@]2(O[C@H](CCO)C[C@H](O)[C@H]2O)O1	-3	-2	-5	7	-4	7	-2	0.1
COc1ccc(S(=O)(=O)N2C[C@@H](O)COC[C@H]3O[C@H](CC(=O)N[C@@H]4CCN(Cc5ccccc5)C4)CC[C@@H]32)cc1	-3	-12	5	-5	-2	1	-2	-0.3
N#CC1=C(C=Nc2ccccc2O)CCC1	4	-7	0	.	.	-3	.	.
O=C(CSc1ncn[nH]1)Nc1ccc2c(c1)CCC2	.	-7	4	.	.	-10	.	0.6
CCc1nc2ccc(C(=O)N3CCN(S(=O)(=O)CC)CC3)cn2c1N(C)Cc1cccs1	-5	.	11	-4	4	13	1	-0.2
Cc1ccc(C(C)C)c(O)c1C(=O)O	-1	-1	5	-1	-2	0	-1	2.0
C[C@@H]1CN([C@H](C)CO)S(=O)(=O)c2ccc(C#C[C@@H](C)O)cc2O[C@H]1CN(C)CC1CCOCC1	-5	-4	-11	1	4	5	-1	0.2
Cc1ccc(CNC(=S)Nc2ccc(NS(=O)(=O)c3ccc(C)cc3)cc2)cc1	.	8	9	-26	-6	-4	-2	0.0
CCC(Sc1nc(=O)cc(N)n1-c1cccc(C)c1)C(=O)Nc1cc(C)on1 (centres undefined)	1	31	-5	.	.	1	.	.
CCOC(=O)c1c(S(=O)(=O)Nc2cccc(Cl)c2)c(C)n(C)c1C	-3	-9	-1	-17	5	1	1	.
CC(=O)c1c(C)[nH]c(C(=O)OCC(=O)N2CCCC2=O)c1C	14	-5	-3	0	-22	-3	3	.
COCC#Cc1cnc2c(c1)C(=O)N([C@@H](C)CO)C[C@H](C)[C@H](CN(C)C(=O)Nc1cc(F)ccc1F)O2	7	0	-3	-8	-5	2	-1	0.1
O=C(NC1CCCC1)c1cccc2c1C(=O)c1ccc(Cl)cc1S2(=O)=O	5	2	0	-27	0	-1	-2	0.0
C[C@@H]1CCCCO[C@H](CN(C)C(=O)Nc2ccc3c(c2)OCO3)[C@@H](C)CN([C@@H](C)CO)C(=O)c2cc(NC(=O)C3CCCCC3)ccc2O1	7	-1	1	-19	5	3	1	-0.1
N/C(CCS(=O)(=O)c1ccc(Cl)cc1)=N\OC(=O)c1ccccc1C(F)(F)F	.	-3	.	-2	0	.	0	0.9
Cn1c(=O)[nH]c(=O)c2c1nc(SCCO)n2CC(O)COc1ccccc1 (centres undefined)	.	-3	.	-10	?	.	-3	-0.7

Next section
Each structure is followed by: esBAF inh | ARNT TACC3 PPI | RAD54 branch | RAD52 anneal inh | ERp5 inh | PglD DTNB | Casp6 inh | E-selectin induc
CC1CC(C)CN(C(=O)c2ccc3c(=O)n(Cc4ccc5c(c4)OCO5)c(=S)[nH]c3c2)C1 (centres undefined)
  1 | -5 | -4 | . | . | -1 | . | .
Cc1cc(OCC(=O)Nc2ccccc2C)no1
  -4 | . | -4 | 0 | -10 | -3 | -2 | .
CN(C)C(=O)c1ccc(-c2ccc3c(c2)[C@H]2[C@H](CCN2C(=O)c2ccccc2)[C@@H](CO)N3)cc1
  1 | 7 | -8 | -14 | 7 | -1 | -2 | -0.4
Cc1cc(Cn2nc(C(=O)NCc3cccc(C(F)(F)F)c3)cc2-c2ccccc2)on1
  -5 | 0 | -4 | 1 | -3 | 2 | -3 | 1.3
CC1(C)CC(=O)C(CSC(=O)c2ccccc2)C(=O)C1
  -3 | . | -9 | -4 | 6 | 0 | 3 | .
Cc1ccc(OCC(=O)N(C)C2CCCCC2)c([N+](=O)[O-])n1
  0 | -13 | -3 | 0 | 4 | 2 | -2 | -0.2
COc1cccc(-c2c(C#N)c(N)nc3c2c(C)nn3-c2ccccc2)c1O
  6 | 7 | -4 | -37 | 6 | 2 | 0 | 0.5
Cc1ccc2nc(-c3ccc(NC(=O)CSc4nc(N)cc(=O)[nH]4)cc3)sc2c1
  ? | -3 | -5 | -88 | 1 | -3 | -2 | 5.1
CCN(C(=O)c1ccc(=O)[nH]c1)c1c(N)n(Cc2ccccc2)c(=O)[nH]c1=O
  -6 | 2 | 7 | -5 | -4 | 2 | 0 | -0.3
CO/N=C/NC(=O)c1c(OC)ccnc1Oc1ccccc1
  5 | 31 | 1 | . | . | 3 | . | .
C[C@H]1CN([C@@H](C)CO)C(=O)c2c(c3ccccc3n2C)-c2ccccc2CO[C@H]1CN(C)C(=O)Nc1cccc(Cl)c1Cl
  . | . | . | 24 | 3 | . | 1 | -3.7
COc1ccc(C#Cc2ccc([C@H]3[C@@H](CO)N4CCCCN(C(=O)Nc5ccccc5)C[C@H]34)cc2)cc1
  . | 13 | -3 | -4 | 5 | 1 | -2 | 0.0
CN1CCN(C(=O)c2cccc(-c3cnc4cnc(-c5ccccc5Oc5ccccc5)cn34)c2)CC1
  -8 | . | -7 | -10 | 1 | -5 | -6 | 0.7
Cn1nnnc1SCc1ccc(CSc2nnnn2C)cc1
  . | -3 | . | -7 | 2 | . | -3 | .
COc1ccccc1/C=C1\SC(=O)N(CCC(=O)N(C)C2CCS(=O)(=O)C2)C1=O (centres undefined)
  17 | 0 | 2 | -6 | 1 | -4 | 4 | .
CCc1ccc(CC(=S)N2CCOCC2)cc1
  18 | 1 | 4 | -8 | 0 | 6 | 1 | .
Cc1ccccc1S(=O)(=O)N1[C@@H](C#N)[C@@H](c2ccc(-c3ccccc3)cc2)[C@@H]1CO
  4 | 14 | -6 | -98 | -1 | 0 | 0 | 2.8
COC(=O)c1cnc(NC(=O)C2(C)CCN2C(=O)C(C)C)s1 (centres undefined)
  -1 | . | 4 | -3 | -2 | -6 | -2 | .
COc1ccccc1C(=O)NCC(=O)N/N=C/c1ccc2c(c1)OCO2
  2 | 3 | -23 | -7 | 1 | 4 | 2 | -0.2
COc1cc(C#N)ccc1OC(=O)c1cccc(S(=O)(=O)N2CCN(C)CC2)c1
  3 | -5 | -6 | -5 | 0 | 4 | 2 | .
